PG9 Ab binder: PG9 antibody binding by small molecule; TR-FRET gp120-PG9 antibody binding; inhibition, % at 6.7 µM; actives 0.43% (n = 360,000); AID 624416; in the data active means inhibition above about 8.5%
SIAE primary: human SIAE inhibition, primary screen; Q9HAT2; actives 0.69% (n = 370,000); SIAE FP-Rh probe binding, fluorescence polarization; inhibition, % at 9.66 µM;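 active means inhibition above a cutoff: mean of compounds within the control limits plus 3 SD of those, cut at about 17% in these data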;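 further: 0% = plate median of compound wells and 100% = probe without SIAE protein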
TDP2 absorb: TDP2 (human) inhibition, absorbance primary screen; AID 720702; inhibition, % at 12.8 µM; O95551; actives 0.34% (n = 370,000); recombinant TDP2, T5PNP hydrolysis, p-nitrophenol absorbance 415 nm;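 active means inhibition above the mean of all tested compounds plus 3 SD, set per campaign, cut at about 25% in these data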;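 further: 0% = DMSO with enzyme and 100% = buffer with substrate but no TDP2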
Target sequence (O95551 whole entry, looked up): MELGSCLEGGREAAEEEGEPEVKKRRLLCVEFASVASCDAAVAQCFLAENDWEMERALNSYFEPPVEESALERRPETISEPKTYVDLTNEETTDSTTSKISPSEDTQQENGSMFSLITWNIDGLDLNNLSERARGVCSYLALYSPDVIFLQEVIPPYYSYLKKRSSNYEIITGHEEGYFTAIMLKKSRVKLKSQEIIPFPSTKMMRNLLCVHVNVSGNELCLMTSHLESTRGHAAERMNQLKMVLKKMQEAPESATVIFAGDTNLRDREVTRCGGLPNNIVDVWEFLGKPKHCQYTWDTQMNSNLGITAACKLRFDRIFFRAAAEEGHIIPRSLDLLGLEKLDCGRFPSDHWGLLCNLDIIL
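Incubation: 2 h at 37 °C; Test system: recombinant human TDP2; Quantity: enzyme 120 nM; Read-out basis: percent inhibition; Medium: 50 mM Tris-HCl pH 7.5 with Mg2+, KCl, DTT, BSA; Repeats: single replicate; Compound: 12.8 µM single point, 1% DMSO; Signal: epi absorbance; Reagent: 5 mM T5PNP chromogenic substrate; Benchmarks: no-enzyme high, DMSO-plus-enzyme low.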
DDE Tn7 FP inh: inhibitors of Tn7 peptide binding to human fibrin DD(E) | inhibition, % at 8.3 µM | FP displacement of FITC-Tn7 peptide from fibrin DD(E); 0% = median of compound wells per plate | P02675 | actives 0.13% (n = 370,000);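 active means inhibition above the mean of compounds falling within the control limits plus 3 SD of them, cut at about 14% in these data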;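 further: 0% = plate median of compound wells and 100% = 10 µM Aha-Tn7 peptide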
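Measure: % inhibition scaled between sample-field median and high-control FP; Test system: human fibrin DD(E); Quantity: 2 µM final DD(E) protein; Doses: one dose, 8.3 µM nominal; Schedule: compound with protein 10 min, then 3 h after probe, room temperature; Detection: fluorescence polarization; Medium: Tris buffer with calcium and detergent, pH 7.8.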
LEDGF integ inh: blocks HIV-1 LEDGF/p75-dependent DNA integration. actives 0.64% (n = 370,000). TR-FRET IN-LEDGF/p75 DNA integration, Eu/Cy5. AID 743269. inhibition, % at 3.7 µM;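 active means inhibition above the screen-wide mean plus 3 SD, cut at about 13% in these data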;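 further: signal is the Cy5 over europium emission ratio at 671 and 618 nm; 0% = plate median of compound wells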
TCR-CD3 inh: blocks the human TCR-CD3 interaction; TAMRA-labeled TCR probe fluorescence, biochemical; inhibition, % at 9.4 µM; actives 0.37% (n = 360,000); AID 651800; in the data active means inhibition above about 19%;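 further: recombinant mutant TCR 2C K166C tagged with TAMRA read by polarization; 0% = receptor in buffer alone and 100% = receptor with positive control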
UHRF1 binding: human UHRF1 methylated DNA binding inhibitors; Q96T88; UHRF1 binding to methylated oligo, TR-FRET; inhibition, % at 4.4 µM; actives 0.75% (n = 370,000); AID 687016; in the data active means inhibition above about 21%;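 further: UHRF1 SRA domain binding a hemimethylated CpG hairpin DNA probe; 0% = median of test compound wells and 100% = reference inhibitor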
mABHD4 FP: inhibits mouse alpha/beta hydrolase domain 4. actives 0.54% (n = 370,000). purified mABHD4, FP-Rh probe fluorescence polarization. inhibition, % at 8.92 µM. Q8VD66;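 active means inhibition exceeding the mean over every tested compound plus 3 SD, cut at about 30% in these data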;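 further: 0% = plate median of compound wells and 100% = S159A mutant with DMSO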
Target sequence (Q8VD66 whole entry, looked up, the tested form may be a part): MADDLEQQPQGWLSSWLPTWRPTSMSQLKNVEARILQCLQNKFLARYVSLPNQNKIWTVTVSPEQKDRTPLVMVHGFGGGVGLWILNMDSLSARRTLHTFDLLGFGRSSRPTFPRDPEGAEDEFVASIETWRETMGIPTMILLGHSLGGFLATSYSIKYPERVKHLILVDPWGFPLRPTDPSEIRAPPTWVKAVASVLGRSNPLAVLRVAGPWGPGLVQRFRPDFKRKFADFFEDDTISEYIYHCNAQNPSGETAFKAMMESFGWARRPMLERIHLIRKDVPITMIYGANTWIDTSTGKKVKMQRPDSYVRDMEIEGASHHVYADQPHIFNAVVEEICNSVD
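Doses – 8.92 µM, single dose · Material – wild-type mouse ABHD4 protein · Replication – single well per compound (singlicate) · Measure – percent inhibition of probe binding, normalized to plate controls · Schedule – 45 min compound pre-incubation plus 60 min probe step, 25 °C · Detection – fluorescence polarization with parallel and perpendicular emission, 525/598 nm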
HTRA1 inhibitor: blocks human HTRA1 serine peptidase | Q92743 | recombinant HTRA1, FP-rhodamine activity-based probe, fluorescence polarization | inhibition, % at 5.96 µM | actives 0.5% (n = 340,000); in the data active means inhibition above about 36%;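 further: 0% = enzyme with DMSO and 100% = wells lacking enzyme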
PRMT1 FP inh: inhibitors of human PRMT1; Q99873; recombinant PRMT1, activity-based probe fluorescence polarization; inhibition, % at 2.79 µM; actives 1.3% (n = 370,000);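 active means inhibition above about 21% made by adding two undisclosed values, limit read from the data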
* = called active by the depositor; · = no result given.

Compound	PG9 Ab binder	SIAE primary	TDP2 absorb	DDE Tn7 FP inh	LEDGF integ inh	TCR-CD3 inh	UHRF1 binding	mABHD4 FP	HTRA1 inhibitor	PRMT1 FP inh
O=C(O)Cn1nc(C(F)(F)F)c2c1CCCC2	-1.2	-6	9	-1	1	5	0	4	·	2
CCc1nc2c(OCCOc3ccc(F)cc3)cccn2c1N(C)C(=O)c1cccs1	-1.7	8	8	0	-3	-6	-2	-2	·	2
NC(=O)CSc1nnc2ccc(-c3ccc(Cl)cc3)nn12	3.9	-2	0	3	-3	8	-1	3	2	2
CCn1c(COc2cccc(C)c2)nnc1SCC(=O)CC(=O)Nc1ccccc1OC	-0.2	6	3	5	1	11	1	-11	-15	-2
O=C(NC(Nc1ccc(F)cc1)(C(F)(F)F)C(F)(F)F)c1cccnc1	-2.9	-5	-7	-6	6	0	-2	-7	0	-3
CCOC(=O)CSc1nc(-c2ccccc2)nc2ccc(C)cc12	2.4	-2	-6	0	-6	-7	-2	1	0	6
Cc1ccc(C)c(Cn2nnc3c(=O)[nH]c(C4CCCN(C(=O)c5cccs5)C4)nc32)c1 (centres undefined)	0.4	-2	-5	2	-1	4	-2	-3	-14	2
CSc1ccccc1NC(=O)Nc1cccc(Cl)c1Cl	5.0	-3	12	-1	2	0	-3	1	0	0
CN(c1ccc(C(=O)O)cc1)S(=O)(=O)c1ccc(Cl)cc1	-0.7	-7	2	-1	-4	3	3	2	1	3
CCCCSCc1[nH]c(=O)[nH]c1C(=O)CCCCC(=O)OCC	-2.0	11	6	0	10	8	1	-3	-3	-1
CCOC(=O)Cc1nnc(NC(=O)C(CC)Sc2nncn2C)s1 (centres undefined)	-0.5	2	6	-3	-2	7	-1	1	-1	0
COc1ccc2[nH]cc(CCNC(=O)/C=C/[C@H]3O[C@@H](n4cnc5c(NC(=O)c6ccccc6)ncnc54)[C@H](O)[C@@H]3O)c2c1	-0.6	4	-4	-5	1	-2	2	0	·	2
CCCCCCC=C1CCC(CN2CCCC2)C1=O (centres undefined)	2.0	1	6	-4	4	-1	5	-1	·	-2
O=C(COc1ccc(F)cc1)N(c1ccccn1)C1CCCCC1	-1.6	8	-4	-1	2	-2	-3	2	0	-2
O=S(=O)(Nc1ccc(N2CCOCC2)nn1)c1ccccc1	-0.7	0	-5	-5	-2	4	1	-4	1	1
CCc1ccc(S(=O)(=O)Nc2cc3c(cc2N2CCOCC2)n(C)c(=O)c(=O)n3C)cc1	-0.1	2	-5	6	-1	2	3	10	0	0
Cc1ccc(S(=O)(=O)/N=C(\N)c2ccc(F)cc2)cc1	-1.2	-6	-4	1	-5	-2	7	-5	0	9
O=C(O/N=C1\CCCc2ccccc21)c1ccc(F)cc1	-2.3	-2	4	-3	-1	-7	0	-1	-7	-1
COc1ccc(C(CNC(=O)c2ccc(S(=O)(=O)Nc3ccccc3C)cc2)N2CCOCC2)cc1 (centres undefined)	-0.5	3	14	-4	-1	0	1	2	8	-1
COc1ccccc1NC(=O)c1ccccc1NC(=O)c1ccccc1C(=O)O	-2.0	0	8	-1	3	10	0	0	-4	-1
CC1CC(C)CN(C(=O)COC(=O)c2ccc(N3CCCC3=O)cc2)C1 (centres undefined)	-1.7	-9	-4	2	0	4	-2	3	9	-1
Cc1cccc(CCNC(=O)CCCOc2cc(=O)n(C)c3ccccc23)c1	-1.2	1	-4	0	1	0	2	1	-2	1
COc1ccc(/C=N/Nc2nccnc2Cl)cc1	0.1	2	4	4	4	-4	0	2	8	4
COc1cccc(Nc2ncccc2C(=O)O)c1	0.9	-5	-1	1	0	-5	3	1	5	2
CSc1nsc(SC)c1NC(=O)OCCc1ccccn1	1.4	-4	7	5	1	2	3	-11	2	7
COc1ccc2oc(C(=O)OC/C(O)=C(\C#N)c3nc4ccccc4[nH]3)c(C)c2c1	-0.5	-5	14	7	-3	-3	-1	11	-5	0
CCOC(=O)c1cc(-c2ccccc2)n(CCC(=O)N2CCN(c3ccc(OC)cc3)CC2)c1C	-1.1	-2	0	1	2	2	3	-5	-12	0
CCn1cc(Br)c(C(=O)Nc2ccc(Cl)cc2Cl)n1	1.0	-2	1	-1	1	0	1	-6	-22	4
CCS(=O)(=O)Nc1cccc(-c2nc3cccnc3s2)c1C	0.1	-8	1	6	-4	-7	1	1	0	3
c1ccc(Cn2nnc3c(N4CCN(Cc5ccc6c(c5)OCO6)CC4)ncnc32)cc1	1.5	0	3	7	-2	5	2	-1	-24	-2
CCC(=O)Nc1ccc(S(=O)(=O)NC[C@H]2O[C@@H](n3cc(C)c(=O)[nH]c3=O)C[C@@H]2O)cc1	-0.2	3	7	-5	-2	5	-2	6	3	-1
O=C(NCc1ccco1)c1cccc2c(-c3ccc(F)c(F)c3)coc12	-0.9	-8	1	-1	2	2	-1	-16	·	-3
CC(C)c1cc(C(=O)N2CCCC(CCC(=O)NCc3ccccc3F)C2)n(C)n1 (centres undefined)	1.9	2	-26	8	4	-8	2	-5	5	-3
CCOC(=O)N1CCC(N(CCN(C)C)C(=S)Nc2ccc(OCC)cc2)CC1	-2.5	0	-1	-6	3	2	2	-2	·	-2
CSc1ccc(/C=N/S(=O)(=O)c2ccccc2)cc1	-0.3	4	8	-5	-2	2	6	-3	4	0
Cc1ccc(S(=O)(=O)N2CCC(C(=O)Nc3ncccc3O)CC2)cc1	-1.9	9	2	-8	0	-2	-3	1	2	-5
Cc1ccc(NC(=O)CSc2nncn2-c2ccccn2)cc1Cl	-0.3	-8	8	-2	2	7	-1	-6	0	1
CC12CCC(=O)N1C(C(=O)Nc1ccccc1N1CCCC1)CS2 (centres undefined)	-1.5	5	-10	-1	5	6	0	-3	2	-4
CCOc1cccc(CN2CCN(CCc3ccccc3)C(CCO)C2)c1O (centres undefined)	0.8	6	2	0	0	4	1	-1	-11	2
Cc1cc(C(=O)N2CCN(c3ccccn3)CC2)no1	1.2	1	-4	0	3	-1	0	-1	2	6
CCN1CCN(c2ccc(S(=O)(=O)N3CCCCC3)cc2NC(=O)c2cccc(F)c2)CC1	-1.9	-1	-11	-3	4	-8	-1	0	-4	-1
CC(=O)Nc1ccc2c(c1)nc1n2CCOC1	-0.3	5	4	-6	0	3	-1	-7	7	2
O=C(Nc1cccc(OC(F)(F)F)c1)C1Cc2c(-c3ccco3)ccnc2O1 (centres undefined)	-1.1	-5	-12	-4	2	-1	0	0	·	-4
Cc1ccc(S(=O)(=O)N(C)c2ccccc2)cc1	1.9	3	3	-10	4	3	2	3	0	1
CCc1c(C(=O)NNC(=O)Nc2ccc3c(c2)OCO3)csc1C	-1.3	4	11	-3	0	5	0	-2	2	-2
Nc1ccn([C@@H]2O[C@H](CNCc3ccc(-c4cc(C(F)(F)F)ccc4Cl)o3)[C@@H](O)[C@H]2O)c(=O)n1	0.2	4	-4	-1	0	-4	2	-5	-1	7
CCOC(=O)[C@@H]1CSCCS(=O)(=O)N1Cc1ccccc1Br	-0.6	8	0	3	0	0	1	4	0	2
CCOC(=O)N/N=C1\CC(C)CC(C)(C)C1 (centres undefined)	-0.6	13	11	-7	1	-4	-2	4	9	-5
O=C(C1CC1)N1N=C(c2ccccc2)CC1(O)C(F)(F)F (centres undefined)	-1.9	-3	16	-3	1	6	-3	-7	5	-5
O=C(NCc1ccc(Cl)c(Cl)c1)c1cc(C2CCCCN2C(=O)C2CCCCC2)on1 (centres undefined)	-0.8	-9	-16	-3	6	2	2	-13	·	-1
CC1(c2ccccc2)NC(=O)N(CC(=O)Nc2cccc(/C=C/c3ccccn3)c2)C1=O (centres undefined)	-1.6	-33	18	0	0	2	-3	-32	-34	-1
CC(NC(=O)c1cc(-c2cccs2)on1)c1ccccc1 (centres undefined)	-1.6	-6	-1	-7	-1	-5	2	4	-1	1
CN1C(=O)c2ccccc2N(C)C1c1ccccc1Cl (centres undefined)	-1.6	-1	-6	-4	3	6	0	1	-7	0
O=C(OC12CCCN(C1)/C(=C/c1ccccc1)C2)C1CCCC1 (centres undefined)	·	1	4	-3	-1	·	1	-3	·	0

As a short view, 12 of the compounds above.
Compound	PG9 Ab binder	SIAE primary	TDP2 absorb	DDE Tn7 FP inh	LEDGF integ inh	TCR-CD3 inh	UHRF1 binding	mABHD4 FP	HTRA1 inhibitor	PRMT1 FP inh
CCC(=O)Nc1ccc(S(=O)(=O)NC[C@H]2O[C@@H](n3cc(C)c(=O)[nH]c3=O)C[C@@H]2O)cc1	-0.2	3	7	-5	-2	5	-2	6	3	-1
O=C(NCc1ccco1)c1cccc2c(-c3ccc(F)c(F)c3)coc12	-0.9	-8	1	-1	2	2	-1	-16	·	-3
CC(C)c1cc(C(=O)N2CCCC(CCC(=O)NCc3ccccc3F)C2)n(C)n1 (centres undefined)	1.9	2	-26	8	4	-8	2	-5	5	-3
CCOC(=O)N1CCC(N(CCN(C)C)C(=S)Nc2ccc(OCC)cc2)CC1	-2.5	0	-1	-6	3	2	2	-2	·	-2
CSc1ccc(/C=N/S(=O)(=O)c2ccccc2)cc1	-0.3	4	8	-5	-2	2	6	-3	4	0
Cc1ccc(S(=O)(=O)N2CCC(C(=O)Nc3ncccc3O)CC2)cc1	-1.9	9	2	-8	0	-2	-3	1	2	-5
Cc1ccc(NC(=O)CSc2nncn2-c2ccccn2)cc1Cl	-0.3	-8	8	-2	2	7	-1	-6	0	1
CC12CCC(=O)N1C(C(=O)Nc1ccccc1N1CCCC1)CS2 (centres undefined)	-1.5	5	-10	-1	5	6	0	-3	2	-4
CCOc1cccc(CN2CCN(CCc3ccccc3)C(CCO)C2)c1O (centres undefined)	0.8	6	2	0	0	4	1	-1	-11	2
Cc1cc(C(=O)N2CCN(c3ccccn3)CC2)no1	1.2	1	-4	0	3	-1	0	-1	2	6
CCN1CCN(c2ccc(S(=O)(=O)N3CCCCC3)cc2NC(=O)c2cccc(F)c2)CC1	-1.9	-1	-11	-3	4	-8	-1	0	-4	-1
CC(=O)Nc1ccc2c(c1)nc1n2CCOC1	-0.3	5	4	-6	0	3	-1	-7	7	2

Source: PubChem BioAssay
